# Screens: PubChem, several laboratories
# Anthrax LF prot – Bacillus anthracis LF protease inhibitors, primary screen, biochemical, multiplex microsphere, MLPCN library; Lethal factor (Bacillus anthracis), P15917; multiplex microsphere protease cleavage assay; inhibition, % at 10 µM; 360,000 compounds, 0.12% hits; also: plate controls were buffer without enzyme for full effect and enzyme alone for no effect
# BoNT A protease – BoNT/A light chain protease inhibitors, primary screen, biochemical, flow cytometry, MLPCN library | multiplex microsphere protease substrate cleavage | AID 588499, 2011 | Botulinum neurotoxin type A light chain protease (Clostridium botulinum A str. ATCC 3502) | inhibition, % at 10 µM | 360,000 compounds, 0.17% hits; also: plate controls were buffer without enzyme for full effect and enzyme alone for no effect
# PrPC surface inh – inhibitors of human cell surface prion protein PrPC, primary screen, cell-based, TR-FRET; TR-FRET read-out; 370,000 compounds, 0.43% hits; inhibition, % at 13.8 µM; AID 720596, 2013; in the data active = inhibition above about 24%; also: 0% = median of the test wells and 100% = reference compound wells
# BoNT-F LC inh – BoNT/F light chain protease inhibitors, primary screen, biochemical, flow cytometry, MLPCN library | 360,000 compounds, 0.22% hits | inhibition, % at 10 µM | AID 588497, 2011 | Botulinum neurotoxin type F light chain protease (Clostridium botulinum) | Multiplex microsphere protease cleavage assay; in the data active = inhibition above about 35%, passing the limit was not always enough; inconclusive = no clear call, values can overlap the other calls; also: plate controls were buffer without enzyme for full effect and enzyme alone for no effect
# TcdB inh – TcdB glycohydrolase inhibitors, primary screen, biochemical, single point, plate reader. inhibition, % at 9.99 µM. TcdB glycohydrolase enzymatic assay. 350,000 compounds, 0.24% hits. Toxin B (Clostridioides difficile), P18177; in the data active = inhibition above about 10%
# FadD28 FP inh – inhibitors of FadD28 bisubstrate probe binding, primary screen, biochemical, fluorescence polarization, single point. inhibition, % at 12.5 µM. 360,000 compounds, 0.22% hits. AID 588549, 2011; in the data active = inhibition above about 8.5%, passing the limit was not always enough; inconclusive = no clear call, values can overlap the other calls
# CCHFV vOTU inh – CCHFV vOTU protease inhibitors, primary screen, biochemical, Pep-AMC substrate, fluorescence | inhibition, % at 11.5 µM | 370,000 compounds, 0.55% hits; in the data active = inhibition above about 30%; also: 0% = vehicle wells with enzyme and 100% = no enzyme wells
# PfHsp40 rescue – rescue of yeast from PfHsp40 toxicity, primary screen, S. cerevisiae, ATP luminescence | S. cerevisiae expressing PfHsp40, growth rescue | growth rescue, % at 12.5 µM | 340,000 compounds, 0.68% hits | AID 504582, 2011; in the data active = growth rescue above about 28%, passing the limit was not always enough; inconclusive = no clear call, values can overlap the other calls;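 also: yeast W303a lacking pdr1 and pdr3 grown in galactose medium; growth measured after three days at 30 °C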
# Y pestis TopoI – Yersinia pestis topoisomerase I inhibitors, primary screen, biochemical, cleavage product accumulation, plate reader, single point; Y. pestis Topo-I cleavage product accumulation; activity, % at 10 µM; 360,000 compounds, 0.064% hits; in the data active = activity above about 50%, passing the limit was not always enough; inconclusive = no clear call, values can overlap the other calls; also: inactives centre near 2
# * = called active by the depositor; ? = inconclusive; / = no result given; & = joins results of further samples. Rule as the data show it, unless noted: active = inhibition above about 30%; inconclusive = no clear call, values can overlap the other calls; inactive = below that.
SMILES,Anthrax LF prot,BoNT A protease,PrPC surface inh,BoNT-F LC inh,TcdB inh,FadD28 FP inh,CCHFV vOTU inh,PfHsp40 rescue,Y pestis TopoI
O=C(CCN1CCCCC1=O)NC1CCCc2c1cnn2-c1ccccc1F (configuration not stated),-4,0.2,1,5,1.8,-0.6,-4,-1.7,-2
NNC(=O)/C(=C/c1cccs1)NC(=O)c1ccccc1Cl,-3,0.2,4,-1,-1.0,-1.2,17,0.6,15
COc1ccc(-c2ccc(SCC(=O)c3cccs3)nn2)cc1OC,-6,1.0,15,-2,1.2,-2.8,12,0.9,34
Cc1nnc(N/N=C/c2ccccn2)[nH]c1=O,-5,-3.5,4,-10,-1.8,0.5,-10,0.0,9
c1ccc(CNc2nc(NCc3ccco3)nc(N3CCOCC3)n2)cc1,0,-0.6,2,-5,0.9,-1.9,13,-1.9,7
Cc1ccccc1NC(=O)n1ncc2cc(Cl)ccc21,13,3.5,0,-5,0.4,-0.5,-8,4.7,9
CN(C)C1=C(C#N)C(c2ccccc2)=NP(N(C)C)(N(C)C)=N1,-3,0.7,10,8,/,-2.0,-14,-0.8,-4
O=C(NS(=O)(=O)c1ccc(NC(=O)C2CCCO2)cc1)c1ccccc1 (configuration not stated),-4,-0.9,-3,-9,3.8,-4.2,-19,-1.3,12
CC(C)NC(=O)c1sc(=S)n2c1[nH]c(=O)c1ccc(C(=O)NCCc3ccc(Cl)cc3)cc12,7,-3.5,0,4,0.1,?,-4,2.3,45
CCn1cc(C(=O)OCC(=O)Nc2ccc(C(C)C)cc2)c(=O)c2ccc(C)nc21,-2,-0.2,1,-3,-0.4,-3.1,-10,1.1,6
COc1ccc(-n2nc([N+](=O)[O-])c(=NCCc3cccc(C)c3)n2O)cc1,-1,1.1,-36,-3,0.3,-3.4,0,1.4,10
CC(=O)Nc1ccc(C(=O)N2CCCCC2c2cc(C(=O)Nc3cccc(C#N)c3)no2)cc1 (configuration not stated),-4,-0.2,-9,6,1.0,-5.7,-3,/,12
CN1CCN(c2ccc([N+](=O)[O-])c(NCc3ccco3)c2)CC1,1,-1.0,-27,1,/,-7.2,-1,-0.6,1
CC1/C(=N/O)CC(c2ccccc2)NC1c1ccccc1 (configuration not stated),-1,-1.3,-3,-21,/,-1.7,2,-0.8,-1
O=C(NCCC1CCCCN1S(=O)(=O)c1ccc(F)cc1)C(=O)NC1CCCC1 (configuration not stated),-1,1.9,-1,-2,-0.1,-3.7,-4,0.8,22
COc1ccccc1NS(=O)(=O)c1cccc(NC(=O)C(C)NC(=O)c2ccco2)c1 (configuration not stated),1,3.5,3,12,-2.6,-1.2,12,0.3,2
O=C(O)c1cc(-c2cccnc2)nc2ccccc12,-1,0.7,-4,3,0.3,-0.4,-11,0.5,5
O=C1c2ccccc2C(=O)N1CCc1nc(-c2cccnc2)no1,-3,1.0,2,-7,/,-2.8,9,-0.7,-3
CCCCN(CC)CCNC(=O)CNC(=O)Cn1ccc2ccccc2c1=O,-2,-0.1,-1,2,1.5,-1.1,-5,0.1,-9
COc1cc2ncnc(NCc3ccc(Cl)cc3)c2cc1OC,-3,-1.3,3,-1,0.0,-7.4,-3,1.9,-19
COC(=O)c1ccc(N2CCN(C)CC2)c(NC(=O)COc2ccc(OC)cc2)c1,4,0.5,-3,2,/,-2.1,-8,0.6,18
COc1ccc(NC2=NC(=S)N(c3ccc(C)cc3)C23CCCCC3)cc1,-6,0.1,-1,13,/,0.1,-6,-0.1,10
CN(C(=O)c1ccc(-c2nn(C)c(=O)c3ccccc23)cc1)C1CCCCC1,-2,1.9,2,2,-1.1,-1.4,-7,-0.5,24
c1ccc(NN=C2c3ccccc3-c3ccccc32)cc1,-5,-0.8,2,4,-0.7,-0.7,-7,2.2,-1
Cc1ccc(N(CC(=O)NC2CCCC2)C(=O)c2nsc(Cl)c2Cl)cc1,-20,-7.8,-3,-12,-1.4,-3.7,10,0.1,6
COCCOc1cc2ncnc(N3CCC(C(=O)O)CC3)c2cc1OCCOC,8,?,-7,?,2.4,-3.8,-3,-0.8,6
CCOC(=O)c1cc(C#N)c(N2CCCCC2)nc1-c1ccccc1,4,2.8,6,-4,/,-0.9,0,1.5,-2
C=CCn1c(O)c(C(C)=NCc2ccc3c(c2)OCO3)c(=O)[nH]c1=O,4,0.4,3,?,1.0,-0.5,-19,-0.6,2
COc1ccc(-c2oc3ccc(N4CCOCC4)cc3c2C#CC2(O)CCCCC2)cc1,-4,0.0,7,-2,0.1,-1.0,-24,2.3,23
COc1ccccc1OCCn1c(C(C)O)nc2ccccc21 (configuration not stated),4,-0.1,-6,3,/,-2.4,-14,0.6,-1
CN(C(=O)c1cccc(NC(=O)Cc2ccc(NC(=O)C3CCN(C(=O)c4ccccc4)CC3)cc2)c1)C1CC1,-5,-0.4,-2,-4,1.4,-0.4,3,0.0,17
CC(C)Oc1ccc(/C=C(\C#N)C(=O)NC2CC2)cc1,0,1.0,-4,?,1.3,-3.7,3,-0.5,6
CCNC(=O)C1(C)CCN(C(=O)c2c(-c3ccccc3)noc2C)C1 (configuration not stated),-3,-0.4,0,-2,0.2,-1.7,-8,/,-2
C/C(=N\O)C(=O)Nc1ccccc1,-4,-0.7,-3,8,0.4,-2.0,-1,0.3,-4
CCCOC(=O)CCn1c(=S)oc2ccccc21,-7,-0.8,0,4,/,-1.1,-4,0.5,3
Cc1ccc(NC(=S)NCc2ccccc2Cl)c(C)c1,0,0.2,8,-3,1.0,-7.4,-6,10,15
CCOC(=O)c1c(C)n(-c2ccc(C)cc2)c2ccc(OCC(O)CNCC3CCCO3)cc12 (configuration not stated),-3,-0.1,/,-16,/,-8.1,/,1.4,8
CN1C(=O)C(=Cc2ccccc2OCc2ccccc2Cl)C(=O)N(C)C1=O,1,0.4,5,1,/,0.9,-1,-0.2,-5
CCCn1c(CN2CCN(C(=O)c3ccco3)CC2)nc2c1c(=O)n(C)c(=O)n2C,-2,0.2,-3,-7,2.4,0.5,1,1.8,-3
O=C1CN(C(=O)c2ccco2)C(c2ccccc2)c2cc(Cl)ccc2N1 (configuration not stated),0,-0.7,1,10,/,0.3,-1,3.1,2
COC(=O)c1c(NC(=O)CN2CCN(C(=O)c3ccco3)CC2)c2c(C)cccc2n1C,0,0.1,-5,-5,/,-2.0,1,1.1,7
CCN(CC(=O)Nc1sc2c(c1C#N)CCC(C)C2)CC(=O)NC1CCS(=O)(=O)C1 (configuration not stated),5,0.7,4,2,-0.2,-0.9,-13,1.1,-1
COc1ccccc1C(=O)Nc1cccc2cccnc12,-12,-0.7,-2,-4,2.5,-9.7,4,5.6,25
COCCc1nc2ccc(C(=O)NCc3cccc(-n4cccn4)c3)cc2o1,1,1.5,7,6,1.5,0.3,16,0.8,-6
CC(C)(C)c1ccc(C(=O)NCC(=O)OCC(=O)N2CCN(S(=O)(=O)c3ccc(Cl)cc3)CC2)cc1,-1,-1.9,1,-10,0.4,-1.8,-6,-0.1,10
Cc1ccc(NC(=S)NC(=O)c2cncc(Br)c2)c(C)c1,-6,1.1,6,5,1.9,-0.4,-10,/,18
S=c1[nH]nc(Cn2c(-c3ccccn3)nc3ccccc32)n1-c1ccc2c(c1)OCCO2,-9,1.6,7,?,1.3,-2.9,8,-0.6,7
COc1ccc(CCNC(=O)c2cc(C3CC3)nc3c2cnn3C(C)C)cc1,-1,0.4,13,-5,1.2,-2.2,4,3.6,25

# Entries of single compounds from above. Order of screens: Anthrax LF prot	BoNT A protease	PrPC surface inh	BoNT-F LC inh	TcdB inh	FadD28 FP inh	CCHFV vOTU inh	PfHsp40 rescue	Y pestis TopoI
# `CCCn1c(CN2CCN(C(=O)c3ccco3)CC2)nc2c1c(=O)n(C)c(=O)n2C` is listed as -2	0.2	-3	-7	2.4	0.5	1	1.8	-3
# `CC(C)(C)c1ccc(C(=O)NCC(=O)OCC(=O)N2CCN(S(=O)(=O)c3ccc(Cl)cc3)CC2)cc1` is listed as -1	-1.9	1	-10	0.4	-1.8	-6	-0.1	10
# `COc1ccccc1C(=O)Nc1cccc2cccnc12` is listed as -12	-0.7	-2	-4	2.5	-9.7	4	5.6	25

# Other structures follow.
SMILES,Anthrax LF prot,BoNT A protease,PrPC surface inh,BoNT-F LC inh,TcdB inh,FadD28 FP inh,CCHFV vOTU inh,PfHsp40 rescue,Y pestis TopoI
CCn1c(C)cc(/C=C2/SC(=O)N(CC(=O)N3CCCC3)C2=O)c1C,1,-1.3,-19,-12,1.0,-2.0,13,3.8,5
NC(=O)C[C@H]1NC(=O)[C@H](CCC(=O)O)NC(=O)c2cc([N+](=O)[O-])cc(I)c2NCCC[C@@H](C(N)=O)NC1=O,-5,-0.3,-19,-9,/,-1.4,7,2.6,7
CCOC(=O)c1ccc(NC(=O)C(CC)(CC)C(=O)OCC)cc1,2,-3.8,6,-9,/,-3.4,6,0.4,12
O=C(Oc1ccc(/C=N/NC(=O)c2ccccn2)cc1)c1ccc(Br)cc1,2,0.7,-3,-4,0.0,-0.6,-6,0.8,10
CC1(c2ccc3c(c2)OCO3)NC(=O)N(CC(=O)Nc2ccccc2[N+](=O)[O-])C1=O (configuration not stated),-1,0.9,-12,-2,-0.4,-1.7,-4,-1.2,1
O=C(CN1CCN(S(=O)(=O)c2ccc(F)cc2)CC1)Nc1ccccc1C(=O)NC1CC1,-2,2.9,-5,12,2.9,0.3,3,0.8,17
CCOc1ccc(NC(=S)Nc2ccc(OCC)cc2)cc1,-2,-1.1,12,-8,-5.3,-0.5,13,-0.7,-2
CNC(=O)c1ccc(OCc2ccccc2)c(OC)c1,-1,0.1,6,-6,/,-0.7,2,0.2,1
COc1ccc2nc(SCC(=O)Nc3ccc4c(c3)OCCO4)[nH]c2c1,-3,0.7,9,-3,/,-0.5,-3,-0.3,4
CC(C)[C@H](NC(=O)N1c2ccccc2NC(=O)[C@@H]1C(C)C)C(=O)N1CCC[C@H]1C(=O)O,-7,0.1,2,-7,-0.9,-3.4,2,0.1,2
CC(=O)O[C@H]1C(=O)[C@@]2(C)[C@H]([C@H](OC(=O)c3ccccc3)[C@]3(O)C[C@H](OC(=O)[C@H](O)C(NC(=O)c4ccccc4)c4ccccc4)C(C)=C1C3(C)C)[C@]1(OC(C)=O)CO[C@@H]1C[C@@H]2O (some centres not stated),-8,-0.4,31*,-10,-0.2,-3.5,1,0.4&-0.1,6
O=C(Nc1nnc(S(=O)(=O)N2CCCCCC2)s1)c1ccc(Cl)cc1,0,-3.2,2,-8,2.2,-1.1,0,-0.9,1
CCOC(=O)c1c(NCCN(C)C)c2ccccc2[nH]c1=O,3,-0.4,-3,6,0.8,-0.3,1,-1.5,-6
CCCCOC(=O)Nc1nnc(Cc2ccc(Cl)cc2)s1,0,-0.7,10,-6,1.7,1.5,16,-2.0,2
Cc1cc2nc(CS)[nH]c2cc1C,3,2.6,1,-2,0.6,1.4,1,-0.6,-2
CC(=O)c1sc(NCc2ccccc2)nc1C,2,0.6,-8,7,1.2,-0.7,8,0.6,6
CNC(=O)NC(=O)CSc1ccc(NC(C)=O)cc1,10,1.5,1,5,/,0.4,-29,1.5,2
O=C(NCCNC(=O)c1ccc(Cl)cc1Cl)c1cnccn1,12,-1.9,-2,-1,0.5,/,-6,0.2,8
CC(C)C(NC(=O)c1ccc2c(c1)OCCO2)c1nc2ccccc2[nH]1 (configuration not stated),2,0.3,3,4,1.8,0.1,-10,-0.4,6
CC(=O)c1ccc(N2CCN(CC3CCCCC3)CC2)cc1,-18,-3.3,-7,23,1.1,-0.5,16,-1.5,27
Cc1cnc(C(=O)OCC(=O)N2c3ccccc3NC(=O)C2(C)C)cn1,-2,-0.2,1,-7,/,-3.7,-13,0.5,1

# Outcome played no part in choosing rows. Share with any hit: about 2.3%.
